Compound activity as filed in PubChem BioAssay.
D2 antagonist = HTS Assay for Allosteric Antagonists of the Human D2 Dopamine Receptor: Primary Screen for Antagonists; D(2) dopamine receptor (Homo sapiens), P14416; HEK293 TREx D2 cells, calcium flux, dopamine EC80; inhibition, % at 10 µM; 340,000 compounds, 2% hits; in the data active = inhibition above about 30%; note: 0% is about no effect
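Tetracycline-induced HEK293 TREx cells expressing D2 receptor forced-coupled to calcium signalling, loaded with no-wash calcium dye. Compounds added and calcium flux read 180 s, then dopamine added at EC80 and read a further 180 s.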
D1 agonist = Allosteric Agonists of the Human D1 Dopamine Receptor: qHTS | AID 504660, 2011 | 360,000 compounds, 1% hits | HEK293 T-REx D1 cells, calcium flux, agonist mode | activation, % at 2 µM | D(1A) dopamine receptor (Homo sapiens), P21728; note: 0% is about no effect
Target sequence (P21728 whole entry, looked up): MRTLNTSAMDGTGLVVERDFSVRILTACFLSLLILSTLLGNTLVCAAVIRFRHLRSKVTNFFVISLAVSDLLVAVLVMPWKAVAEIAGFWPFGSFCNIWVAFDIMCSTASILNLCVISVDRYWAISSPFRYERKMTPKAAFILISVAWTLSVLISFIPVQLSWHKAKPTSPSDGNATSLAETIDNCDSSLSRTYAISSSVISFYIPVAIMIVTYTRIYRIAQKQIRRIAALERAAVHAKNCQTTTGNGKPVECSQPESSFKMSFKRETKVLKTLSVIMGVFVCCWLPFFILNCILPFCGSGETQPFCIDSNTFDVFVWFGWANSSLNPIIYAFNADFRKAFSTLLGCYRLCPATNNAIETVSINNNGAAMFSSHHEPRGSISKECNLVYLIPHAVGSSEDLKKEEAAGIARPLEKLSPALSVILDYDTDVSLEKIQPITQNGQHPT
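Agonism was scored from calcium flux recorded over 180 s (1 read/s) after pintool compound addition, following a 10-cycle baseline. Cells were inducible force-coupled HEK293 TREx D1, plated overnight at 30 C and loaded with no-wash calcium dye.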
D2 PAM = HTS Assay for Positive Allosteric Modulators of the Human D2 Dopamine Receptor: Primary Screen for Potentiators; D(2) dopamine receptor (Homo sapiens), P14416; HEK293 T-REx D2, calcium flux, EC20 dopamine potentiation; potentiation, % at 10 µM; 340,000 compounds, 0.34% hits;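 active = potentiation over 3 SD above the plate norm, cut at about 30% in these data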; note: 0% is about no effect
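Calcium flux readout, no-wash dye, 1 read/s. Inducible HEK293 Trex D2 line, overnight 30 C. Compound alone 180 s (agonist flags), then EC20 dopamine, another 180 s to score potentiation.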
D2 ag = HTS Assay for Allosteric Agonists of the Human D2 Dopamine Receptor: Primary Screen for Agonists; activation, % at 2 µM; 340,000 compounds, 0.53% hits; D(2) dopamine receptor (Homo sapiens), P14416; HEK293 T-REx D2 cells, calcium flux agonist mode; AID 485358, 2010;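 active = activation over 3 SD above normal in the single-dose calcium agonist read, cut at about 30% in these data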; note: 0% is about no effect
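Tetracycline-induced HEK293 Trex cells with D2 receptor force-coupled to calcium signaling, plated overnight at 30 C and loaded with no-wash calcium dye. Calcium flux read kinetically for 180 s after compound addition; responses flag agonists.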
TRHR PAM = qHTS for Small Molecule Agonists and Allosteric Enhancers of Human TRH Receptor: Primary Screen for Enhancers | TRHR cells, fluo-8 calcium fluorescence, EC20 TRH enhancement | enhancement, % at 2 µM | 360,000 compounds, 0.66% hits | AID 493056, 2011; in the data active = enhancement above about 30%; note: 0% is about no effect
Target sequence (P34981 whole entry, looked up): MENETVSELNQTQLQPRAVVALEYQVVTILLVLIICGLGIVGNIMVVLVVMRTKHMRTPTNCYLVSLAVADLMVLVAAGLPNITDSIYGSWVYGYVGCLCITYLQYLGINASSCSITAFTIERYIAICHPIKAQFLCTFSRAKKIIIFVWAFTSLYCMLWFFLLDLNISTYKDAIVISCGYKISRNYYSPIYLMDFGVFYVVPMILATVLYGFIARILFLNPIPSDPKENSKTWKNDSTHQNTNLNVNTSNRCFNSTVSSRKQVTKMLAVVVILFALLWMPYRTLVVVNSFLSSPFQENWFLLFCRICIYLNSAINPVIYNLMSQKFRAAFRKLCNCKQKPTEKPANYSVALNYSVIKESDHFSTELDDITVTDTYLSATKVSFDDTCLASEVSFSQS
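TRHR-expressing cells loaded with fluo-8 calcium dye were read kinetically (ex 480/em 530) during compound addition, then stimulated with an EC20 of TRH (10 nM final). Enhancement of the Gq-mediated intracellular calcium response was scored.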
RXFP1 antag = qHTS Assay for Antagonists of the Relaxin Receptor RXFP1; Relaxin receptor 1 (Homo sapiens), Q9HBX9; activity change, negative = inhibition, % at 57.5 µM; HEK293-RXFP1, relaxin-stimulated cAMP HTRF, 30 min; hits give low values; 350,000 compounds, 0.59% hits;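 active = activity change of -60% or lower, but not beyond a set lower limit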; note: % is set by controls: 0 for no effect and ±100 for the full control effect
D1 antagonist = Antagonist of Human D 1 Dopamine Receptor: qHTS; activity change, negative = inhibition, % at 10 µM; D(1A) dopamine receptor (Homo sapiens), P21728; AID 504652, 2011; HEK293 TREx D1 cells, calcium flux, dopamine EC80; hits give low values; 360,000 compounds, 3.2% hits; in the data active = activity change below about -30%; note: % is set by controls: 0 for no effect and ±100 for the full control effect
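Compound effects on dopamine-evoked calcium signalling were measured in tetracycline-induced HEK293 Trex D1 cells. Dopamine at EC80 followed a 180 s compound pre-read, and fluorescence was tracked kinetically for 180 s more.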
TRHR ag = qHTS for Small Molecule Agonists and Allosteric Enhancers of Human TRH Receptor: Primary Screen for Agonists; Thyrotropin-releasing hormone receptor (Homo sapiens), P34981; TRHR cells, calcium flux fluo-8, FDSS agonist mode; activation, % at 2 µM; 360,000 compounds, 0.18% hits; note: 0% is about no effect
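In this calcium-flux screen, cells bearing human TRHR are dye-loaded with fluo-8, baselined for 10 cycles, then exposed to library compounds; positive kinetic calcium responses during the agonist phase mark hits, with TRH as control.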
D1 PAM = Potentiators of Human D1 Dopamine Receptor: qHTS. D(1A) dopamine receptor (Homo sapiens), P21728. HEK293 TREx D1 cells, calcium flux, dopamine EC20 potentiation. potentiation, % at 10 µM. 360,000 compounds, 0.036% hits. AID 504651, 2011; in the data active = potentiation above about 30%; note: 0% is about no effect
Numbers without * were called inactive; . = not tested or not shown; & = joins results of further samples. Cut-off read from the data, not from the text of the source, unless noted: active = activation above about 30%; inactive = the rest.

structure,D2 antagonist,D1 agonist,D2 PAM,D2 ag,TRHR PAM,RXFP1 antag,D1 antagonist,TRHR ag,D1 PAM
Cc1cccc(NC(=O)CCC(=O)OCC(=O)c2ccc(Oc3ccc([N+](=O)[O-])cc3)cc2)c1,2,11,-4,1.4,-13,-19,-20,0.7,-2
CCOc1ccccc1NS(=O)(=O)c1ccc2[nH]c(=O)ccc2c1,-7,1,2,-0.3,-5,4,-18,1.5,-4
COc1ccc(OC)c(CCNC(=O)c2nc(-c3ccc(Cl)cc3)n3c2CCCCC3)c1,.,3,2,-2.2,-19,-16,5,0.1,1
COCCNc1c(-c2ccc(O)cc2)nc2ccc(Cl)cn12,-12,0,7,0.3,0,-7,-41*,-0.6,-10
O=C(Nc1ccc(Br)cc1F)c1ncoc1-c1ccco1,.,-1,1,1.9,3,.,13,1.0,-1
CC(=O)N(CC1CCCO1)c1nnc(-c2ccccn2)s1 (stereo not drawn),3,2,7,0.2,2,-6,-1,0.8,-3
Cc1cnc2c(c1SCC(=O)NCc1ccccc1Cl)c(=O)n(C)c(=O)n2C,.,-3,2,0.6,-2,-15,.,-0.1,0
Cc1cccc(C(=O)NC2CCN(C#N)CC2)c1,.,-1&4,.,.,-2&-1,.,-15&-16,-2.1&-2.3,2&9
CO/N=C/C(C#N)=C/c1ccc(OC)cc1,-13,-1,4,0.7,0,2,-8,-0.6,-3
Oc1ccc(Br)cc1-c1nc2cnccn2c1NC1CCCCC1,13,2,7,-1.4,18,8,1,-0.2,14

Arranged by value in D2 antagonist (rising): 3 of the compounds above
Structure | D2 antagonist | D1 agonist | D2 PAM | TRHR PAM | RXFP1 antag | D1 antagonist | TRHR ag | D1 PAM
CCOc1ccccc1NS(=O)(=O)c1ccc2[nH]c(=O)ccc2c1 | -7 | 1 | 2 | -5 | 4 | -18 | 1.5 | -4
Cc1cccc(NC(=O)CCC(=O)OCC(=O)c2ccc(Oc3ccc([N+](=O)[O-])cc3)cc2)c1 | 2 | 11 | -4 | -13 | -19 | -20 | 0.7 | -2
Oc1ccc(Br)cc1-c1nc2cnccn2c1NC1CCCCC1 | 13 | 2 | 7 | 18 | 8 | 1 | -0.2 | 14

(continued)
structure,D2 antagonist,D1 agonist,D2 PAM,D2 ag,TRHR PAM,RXFP1 antag,D1 antagonist,TRHR ag,D1 PAM
c1ccc(N2CCN(c3ncnc4c3oc3ccccc34)CC2)cc1,10,7,2,-0.4,-3,.,-19,-0.3,2
COc1ccc(/C=C\C(=O)NC2CC(=O)N(c3ccc(F)cc3)C2)cc1OC (stereo not drawn),.,-4,-2,0.9,-5,-5,.,-0.1,-2
COc1ccc(/C=N/NC(=O)C2COc3ccccc3O2)cc1OC (stereo not drawn),-1,0,12,-0.3,-7,2,-19,0.5,2
COc1cccc(-c2cc3c(-n4cccc4)ncnc3o2)c1,37*,7,9,-1.3,-3,-6,22,0.2,0
CCCn1c(NCc2ccccn2)nc2ccccc21,-34,0,-20,0.3,2,-7,3,-0.3,-3
OC(CNCc1ccncc1)c1ccccc1 (stereo not drawn),7,6,11,1.0,11,-8,-2,2.3,-2
Cc1ccc(NC(=O)[C@H](C)NC(=O)C2CCN(C(=O)[C@@H](NC(=O)OC(C)(C)C)C(C)C)CC2)cc1,-9,3,1,0.7,4,-5,-7,-0.8,0
COc1ccc(CNc2nc3ccccc3n2Cc2ccc(Cl)cc2)cc1OC,3,9,-12,-1.7,-9,-16,-3,-0.4,-2
Cc1ccccc1OC(=O)CSc1nnc(-c2cccs2)o1,.,-1,7,0.8,10,-4,0,0.3,-4
CN(C)c1ccc(/C=N/Nc2ccc(-n3ccnc3)nn2)cc1,12,-3,11,1.1,-2,-8,-25,0.0,2
COc1ccc(N2CCN(C(=O)NC3CCCCC3)CC2)cc1,-15,6,2,-2.0,0,2,-6,-0.7,4
Cc1cc(C(=O)Nc2ccccc2)c(C)o1,-2,1,2,0.2,-10,.,-6,0.7,-2
COc1cccc(-n2c(SCc3cccc(C)c3)nc3c([nH]c4ccccc43)c2=O)c1,.,2,5,.,1,.,13,0.6,-5
O=C1NC2(CCc3ccccc3C2)C(=O)N1CCOc1cccc(Cl)c1 (stereo not drawn),3,3,9,1.0,2,-13,-25,-0.2,-2
O=S(=O)(NCc1ccco1)c1ccc(S(=O)(=O)N2CCCC2)cc1,7,4,26,-0.5,12,2,-9,-0.8,-3
C/C(=N/NC(=O)CN1CCN(S(=O)(=O)c2ccc(C)cc2)CC1)c1cccc(O)c1,-5,1,-7,0.1,0,15,11,0.3,-5
CC(=O)N1CCN(C(=O)CCNS(=O)(=O)c2ccccc2)CC1,-23,0,3,-0.5,-3,0,6,0.5,-4
c1ccc(CSc2nnc(-c3cccs3)o2)cc1,4,14,-2,-0.1,-4,-23,0,1.5,-3
Cc1ccc(SCc2nc3ccccc3n2CC(=O)Nc2ccc(Cl)cc2)cc1,-33,27,10,0.2,13,-13,-7,0.0,-9
Cc1ccc(S(=O)(=O)c2cn(CC(=O)Nc3cccc(C)c3)c3cc4c(cc3c2=O)OCO4)cc1,.,4,-17,1.1,-3,.,-5,1.8,-3
COc1cccc(NC(=O)C2CC(=O)n3cnnc3S2)c1 (stereo not drawn),2,3,-14,-0.2,-8,-9,6,0.4,-8
Nc1c(C(=O)N2CCCCC2)sc(=S)n1-c1ccccc1,-18,-1,7,-1.4,-2,-13,-11,-2.0,1
COc1ccccc1CN1CC(C(=O)N2CCN(c3ccc(F)cc3)CC2)CC1=O (stereo not drawn),-9,0,32*,-0.8,7,1,6,-1.6,-1
O=C(O)c1[nH]c2ccc(Br)cc2c1CCN1C(=O)c2cccc([N+](=O)[O-])c2C1=O,3,2,-2,-0.2,1,2,1,-0.6,4
COc1ccccc1N1CCN(CC(=O)Nc2cc(F)ccc2C)CC1,86*,1,-23,0.3,1,1,-8,-0.4,-2
C/C(N)=C(/C#N)C(=O)COC(=O)CSc1ccc2ccccc2c1,5,8,7,-0.4,-10,6,-23,0.7,-12
CCOC(=O)c1c(O)c2cc(Cl)ccc2n(CC)c1=O,1,14,6,-3.2,10,-13,1,0.1,4
Cc1cc(OCCCCN2C(=O)NC(C)(C)C2=O)ccc1[N+](=O)[O-],3,17,7,1.3,-2,-7,-26,-0.1,-3
CCOc1cc(C)nc(NCc2ccccc2)n1,11,1,-3,-3.0,0,12,-9,-0.8,-7
CCN1C(=O)[C@H]2[C@@H](c3ccc(Cl)cc3)N3C(=O)CN(CC4CC4)C(=O)[C@@]3(C)[C@H]2C1=O,-6,3,3,0.3,1,.,-2,0.4,-3
O=C(Nc1ccccc1N1CCOCC1)c1ccc(Cl)nc1,-13,1,8,0.7,1,-1,9,0.4,-1
CN(CCCN1CCOCC1)C(=O)c1cc(COc2ccc(F)cc2F)on1,-20,0,4,-0.8,10,4,-7,-0.2,7
COc1cccc(NC(=O)N(Cc2cn(C)c3ccccc23)C2CCCCC2)c1,.,-1,-6,0.3,1,-30,20,-0.1,5
CCc1ccc(NCc2cc3cc4c(cc3n(CC(=O)Nc3ccc(Cl)cc3)c2=O)OCO4)cc1,.,176*,0,-3.4,3,.,-2,-1.1,4
COc1ccc(C(=O)/C=C/C(=O)N(CC(=O)NC2CCCCC2)Cc2ccccc2OC)c(O)c1,.,3,.,.,-11,-15,-17,-1.2,-6
O=C(NC1CC(=O)N(c2cccc(F)c2)C1)C1CC1 (stereo not drawn),.,-2,-5,.,12,0,.,0.2,-2
Cc1ccc(S(=O)(=O)N2CC=C(C(=O)NCCC(C)C)CC2)cc1,4,0,1,-0.8,7,-12,-9,-0.8,-2
COc1ccccc1N1CCN(CCN(C(=O)c2ccc(F)cc2)c2ccccn2)CC1,61*,-1,-20,1.4,3,.,-17,-0.5,-4
Cc1nc(NC(=O)c2ccccc2[N+](=O)[O-])sc1C(=O)N(C)C,10,7,10,-0.3,9,-3,-2,-0.3,1
CC(=O)Nc1ccc2nc3c(=O)n(C)c(=O)n(C)c3nc2c1C,.,0,-2,0.7,-16,-14,2,1.1,0
COc1ccc(-c2cc(C(=O)N3CCOCC3)no2)cc1OC,1,3,-1,-0.6,-10,-5,-32*,-0.5,-11
CN1C(=O)N(C)C2C1N(CN1CCCCC1)C(=O)N2CN1CCCCC1 (stereo not drawn),-15,3,4,0.0,5,-9,2,0.0,-2
CCOc1ccc2nc(NC(=O)c3cnc(C)cn3)sc2c1,-31,0,-13,0.3,4,2,16,0.4,2
Cc1cnc(C(=O)Nc2ccc(OC(F)(F)F)cc2)cn1,.,2,2,.,1,0,-6,0.1,-7
COC(=O)c1c(NC(=O)Cc2coc3cc(C)cc(C)c23)sc2c1CCC2,.,-2,5,0.6,-6,-5,-4,0.0,5
COc1ccc(NC(=O)C(c2ccccc2)N2Cc3ccccc3C2=O)cc1 (stereo not drawn),.,1,0,-0.5,-2,-5,-7,0.2,-2
CCCC(=O)Nc1nnc(S(=O)(=O)N(CC)c2ccccc2)s1,-9,5,3,-0.6,-2,-8,2,-0.2,1
Cc1cc(-c2nnco2)c(C)n1-c1ccc(F)cc1,-22,-1,13,-1.1,-6,-18,-6,-1.2,-5
O=c1c(S(=O)(=O)c2ccccc2)cn(Cc2ccc(F)cc2)c2cc(N3CCOCC3)c(F)cc12,.,6,6,0.3,3,-22,9,-0.5,-1
CCOC(=O)c1ccc2nc(C)c(CCC(C)=O)c(Cl)c2c1,12,1,-3,0.2,-2,-5,-1,0.3,0

(more compounds)
structure,D2 antagonist,D1 agonist,D2 PAM,D2 ag,TRHR PAM,RXFP1 antag,D1 antagonist,TRHR ag,D1 PAM
O=C(O)c1ccc(-c2ccc(O)c(F)c2)cc1,-21,0,-13,-0.8,4,-1,-1,0.4,-5
O=C(c1ccc(COCC(F)(F)F)o1)N1CCCC1,-21,1,0,0.9,-2,8,-11,0.6,-2
COc1ccccc1C(=O)N/C(=C\c1cn(S(=O)(=O)N(C)C)c2ccccc12)C(=O)NCCCN1CCOCC1,-19,1,-7,-1.0,-3,2,11,-0.3,4
COc1cc(/C=N/N2CCOCC2)ccc1OCc1ccccc1,-11,2,11,0.0,-5,-9,-7,1.0,-3
Cc1ccc2c(c1)cc1c(=O)n(CC(=O)NCc3ccccn3)nc(C)n12,2,2,8,1.3,-1,4,-6,0.1,-4
